Compound activity (PubChem BioAssay)
DSG3 Ab inh = blocks pemphigus antibody binding to human desmoglein-3; P32926; DSG3-coupled beads, scFv-anti-DSG3-GFP binding, flow cytometry; active compounds read low; binding (percent of control), % at 10 µM; 0.48% of 310,000 active; AID 588358;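 active means binding more than 3 SD below its plate's average and above zero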;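 further: hits lower antibody fragment binding to DSG3; some compounds called inactive have numbers as strong as hits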
Target sequence (P32926 whole entry, looked up, the tested form may be a part): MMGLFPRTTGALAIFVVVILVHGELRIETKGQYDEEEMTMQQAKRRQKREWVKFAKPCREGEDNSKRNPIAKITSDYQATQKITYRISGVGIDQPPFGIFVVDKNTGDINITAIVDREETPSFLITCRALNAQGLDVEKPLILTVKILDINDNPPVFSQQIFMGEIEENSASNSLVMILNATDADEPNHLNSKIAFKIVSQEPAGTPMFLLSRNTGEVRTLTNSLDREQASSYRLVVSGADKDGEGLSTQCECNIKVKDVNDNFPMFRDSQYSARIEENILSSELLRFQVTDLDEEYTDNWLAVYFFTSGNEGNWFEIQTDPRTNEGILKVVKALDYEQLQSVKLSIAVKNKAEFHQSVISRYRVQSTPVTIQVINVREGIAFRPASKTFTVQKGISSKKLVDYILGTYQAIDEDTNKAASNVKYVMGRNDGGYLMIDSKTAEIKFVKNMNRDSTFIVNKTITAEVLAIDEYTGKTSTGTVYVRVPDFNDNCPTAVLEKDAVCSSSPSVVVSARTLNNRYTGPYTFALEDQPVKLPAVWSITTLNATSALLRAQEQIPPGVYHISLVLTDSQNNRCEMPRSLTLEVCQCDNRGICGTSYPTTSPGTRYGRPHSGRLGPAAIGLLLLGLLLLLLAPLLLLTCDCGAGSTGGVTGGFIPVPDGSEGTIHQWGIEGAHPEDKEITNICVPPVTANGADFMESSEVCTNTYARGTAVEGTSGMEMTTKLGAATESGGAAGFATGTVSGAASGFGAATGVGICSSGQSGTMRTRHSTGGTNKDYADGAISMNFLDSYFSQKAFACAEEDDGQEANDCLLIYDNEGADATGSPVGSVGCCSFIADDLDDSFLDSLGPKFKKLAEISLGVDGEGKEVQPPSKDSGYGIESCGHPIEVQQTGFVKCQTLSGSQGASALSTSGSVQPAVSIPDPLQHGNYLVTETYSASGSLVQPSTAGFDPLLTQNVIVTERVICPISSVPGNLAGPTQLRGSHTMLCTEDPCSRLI
phage Ecoli inh = E. coli growth loss with phage present | growth absorbance | AID 651602 | inhibition, % at 11.9 µM | 0.26% of 360,000 active; in the data active means inhibition above about 11%
PfHsp90 yeast 2 = reduces growth (ATP signal) of yeast expressing P. falciparum Hsp90 | S. cerevisiae expressing PfHsp90, BacTiter-Glo ATP, 48 h; yeast lacking PDR1 and PDR3 efflux regulators | inhibition, % at 9.4 µM | 0.32% of 310,000 active;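 active means every replicate shows inhibition above about 80%, whatever the replicate mean, limit read from the data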;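 further: 0% = DMSO neutral controls and 100% = 20 µM radicicol positive controls; yeast relying on Plasmodium falciparum Hsp90 in place of its own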
MOR-DOR ag = OPRM1-OPRD1 heterodimerization agonism; P35372+P41143; cells, luminescence; activation, % at 9.3 µM; 0.3% of 340,000 active; in the data active means activation above about 18%;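 further: 0% = vehicle-treated cells and 100% = reference agonist; values of inactives mirror those of a sister screen read the other way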
Tat export inh = E. coli Tat transport inhibition | E. coli MC4100 TorA-mCherry Tat export, fluorescence | inhibition, % at 10 µM | 0.036% of 340,000 active | AID 488895;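 active means mean replicate inhibition at least 50% and at least half of replicates individually reaching 50%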;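 further: exported cargo escapes ClpAP degradation while cytoplasmic cargo is degraded and loses fluorescence; 0% = median of neutral control wells and 100% = median of NaSCN control wells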
PKA-R1A activ = activates the PKA-R1A holoenzyme complex. P00514+P68181. PKA-R1A dissociation, Cy5-IP20 fluorescence polarization; scaled: DMSO 0%, 113 µM cGMP 100%. activation, % at 11.4 µM. 0.083% of 340,000 active. AID 504707;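 active means percent activation above the mean of all tested compounds plus 3 SD, cut at about 19% in these data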;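 further: higher means more PKAc released from R1A so a rise in polarization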
AddAB inh = less growth of phage-infected E. coli with AddAB | E. coli expressing H. pylori AddAB, absorbance growth | inhibition, % at 11.9 µM | 0.29% of 330,000 active | AID 435030; in the data active means inhibition above about 12%;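 further: 0% = vehicle wells of infected cells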
SUMO Mot1 rescue = SUMOylation pathway inhibition by Mot1-301 growth rescue; S. cerevisiae Mot1-301 growth rescue, ATP luminescence, 38.5C; percent above DMSO median, 100 means doubled; 1% of 320,000 active; growth rescue, % at 18.8 µM; AID 2716;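 active means every valid replicate shows activation above 250% relative to neutral control wells; inactive means the rest, any valid replicate at or below 250%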;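 further: OY570 slx delta 5 strain wells were the positive control but not used for scaling; some compounds called inactive have numbers as strong as hits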
Arr AP2 block = human beta-arrestin and AP2 interaction inhibition; FITC-arrestin peptide / GST-AP2 beads, flow cytometry; AP2 beta2 appendage carries R879A mutation; inhibition, % at 10 µM; 0.31% of 340,000 active;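 active means inhibition above a set limit, near 3 SD of compounds lacking own fluorescence, cut at about 54% in these data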;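 further: plate controls were DMSO wells for no effect and 5 µM unlabelled arrestin peptide for full effect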
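system = GST-tagged AP2 beta2-adaptin appendage (R879A) on 4 µm glutathione beads | reagent = FITC-labelled arrestin peptide probe, 50 nM final | schedule = compound with beads 12 min RT, then probe 1 h RT | signal = HyperCyt-sampled flow cytometry, FL1 channel, ex 488/em 535 nm | read-out = percent response from loss of bead-bound FITC fluorescence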
MOR-DOR inv ag = inverse agonists of human mu-delta opioid receptor heterodimerization; P35372+P41143; cell-based MOR-DOR heterodimer luminescence, inverse agonism; inhibition, % at 9.3 µM; 0.21% of 340,000 active; in the data active means inhibition above about 22%, passing the limit was not always enough;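 further: 0% = cells with DMSO and 100% = wells without cells with DMSO; values of inactives mirror those of a sister screen read the other way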
E coli growth = bacterial growth inhibition, counter-screen for AddAB inhibitors. E. coli V3065 growth, OD600 absorbance, 18 h. inhibition, % at 11.9 µM. 0.27% of 330,000 active. AID 449728;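 active means inhibition above the campaign's mean inhibition across all tested compounds plus 3 SD, cut at about 9.9% in these data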;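 further: uninfected addAB+ strain grown without phage in ampicillin broth; 0% = DMSO wells and 100% = ciprofloxacin 0.95 µg/ml wells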
Numbers without * were called inactive; · = not tested or not shown.

The opening 4 records, ahead of the listing:
SMILES	DSG3 Ab inh	phage Ecoli inh	PfHsp90 yeast 2	MOR-DOR ag	Tat export inh	PKA-R1A activ	AddAB inh	SUMO Mot1 rescue	Arr AP2 block	MOR-DOR inv ag	E coli growth
Nc1c(N(Cc2ccco2)C(=O)c2cccc(F)c2)c(=O)[nH]c(=O)n1Cc1ccccc1	101	-0.5	·	-1.8	2	15	0.8	·	41	7	-1.3
CCO[C@H]1OC(C(=O)NC2CC2)=C[C@@H](c2ccc(Br)cc2)[C@@H]1CCCO	99	2.9	-10	0.2	-3	-5	1.9	-2	12	-1	-2.7
COc1ccc(N2CCN(C(=O)C3CCN(S(=O)(=O)c4c(C)noc4/C=C/N(C)C)CC3)CC2)cc1	103	-1.1	-20	-0.5	-1	12	0.1	12	14	2	-2.6
O=C(Nc1cccnc1)c1ccc(S(=O)(=O)c2ccc(Cl)cc2)cc1	100	2.1	-11	1.5	-3	-12	-1.2	-4	4	-7	0.6

Main list, from the first entry:
SMILES	DSG3 Ab inh	phage Ecoli inh	PfHsp90 yeast 2	MOR-DOR ag	Tat export inh	PKA-R1A activ	AddAB inh	SUMO Mot1 rescue	Arr AP2 block	MOR-DOR inv ag	E coli growth
Nc1c(N(Cc2ccco2)C(=O)c2cccc(F)c2)c(=O)[nH]c(=O)n1Cc1ccccc1	101	-0.5	·	-1.8	2	15	0.8	·	41	7	-1.3
CCO[C@H]1OC(C(=O)NC2CC2)=C[C@@H](c2ccc(Br)cc2)[C@@H]1CCCO	99	2.9	-10	0.2	-3	-5	1.9	-2	12	-1	-2.7
COc1ccc(N2CCN(C(=O)C3CCN(S(=O)(=O)c4c(C)noc4/C=C/N(C)C)CC3)CC2)cc1	103	-1.1	-20	-0.5	-1	12	0.1	12	14	2	-2.6
O=C(Nc1cccnc1)c1ccc(S(=O)(=O)c2ccc(Cl)cc2)cc1	100	2.1	-11	1.5	-3	-12	-1.2	-4	4	-7	0.6
COC(=O)c1ccc(-c2nn(C)c(=O)c3ccccc23)cc1	100	1.3	-14	-2.4	2	-10	-2.6	-1	0	12	-3.4
CCOC(=O)C1=C(C)NC(=O)C(C(N)=O)C12CCCC2 (centres undefined)	99	-1.7	8	-2.8	3	2	-0.5	-11	-8	15	0.1
Cc1cnc(C(=O)OCC(=O)NCc2cccc(Cl)c2)cn1	·	1.2	-7	-3.6	-2	0	1.1	-4	-4	15	-1.2
Cc1cc(=O)oc2cc(OCC(=O)NCCc3ccccc3)ccc12	97	3.0	9	0.2	-1	-6	3.4	14	0	-2	-5.3
O=C(Oc1cccnc1)c1cccc(Cl)c1	103	-1.2	-6	-1.9	0	-3	1.3	24	33	11	1.1
O=C(Nc1ccccc1C(=O)O)/C(=C/c1ccc(Cl)cc1Cl)NC(=O)c1ccco1	·	0.4	-4	-2.5	-2	5	4.0	420	9	13	1.5
Cc1ccc(C)c(NCc2ccccc2CO)c1	98	2.3	-11	-0.4	7	0	1.0	-6	0	2	0.2
O=C(CCCCCN1C(=O)c2ccccc2C1=O)NCCc1nc2ccccc2[nH]1	·	-0.2	12	-0.1	5	0	4.0	12	-2	0	-2.3
Cc1ccccc1-c1nsc(SCC(=O)Nc2ccc3c(c2)OCO3)n1	·	1.8	-14	1.9	-4	9	1.0	4	14	-10	-0.2
COCCNC(=O)C(OC(=O)c1cccs1)c1ccccc1 (centres undefined)	105	0.1	·	-1.2	-8	-5	-0.9	9	11	7	0.6
C1CCCN(CCCCN2CCCCCC2)CC1	101	0.9	·	1.6	-3	7	-2.2	-4	0	-9	-2.1
CCn1c(SCC(=O)N2CCN(c3ccc(F)cc3)CC2)nc2ccccc2c1=O	108	-1.8	-1	0.9	2	5	1.5	-11	4	-5	2.7
Cc1cccc(CCNC(=O)Cn2ncc3c([nH]c4ccccc43)c2=O)c1	84	·	-4	-2.7	1	0	1.5	2	1	14	0.9
CCN1CCC(NC(=O)c2cc(OC)c(OC)cc2OC)CC1	100	3.1	·	-1.6	2	0	2.5	4	3	9	1.0
ClCc1nc2ccccc2c2ccccc12	99	1.8	-6	-2.8	4	-3	0.9	-13	11	15	-0.2
COC(Cc1nnc(SC)n1-c1ccc(Cl)cc1)OC	·	1.3	23	-2.2	-6	9	-0.3	114	8	11	-0.9
CSCCC(NS(=O)(=O)c1ccccc1F)C(=O)NCc1cccnc1 (centres undefined)	102	1.9	·	-2.5	-7	3	0.7	5	4	13	2.7
O=C(c1cc2ccccc2oc1=O)N(Cc1ccccc1F)C1CCS(=O)(=O)C1 (centres undefined)	101	2.0	9	-3.3	1	-8	2.6	·	10	17	-0.5
Cc1csc(NC(=O)CCS(=O)(=O)c2ccc(Br)cc2)n1	114	0.5	-1	-2.3	-4	7	2.1	11	-3	10	-2.1
Cc1ccc(C(=O)N(CCc2ccccc2)Cc2ccccc2)cc1S(=O)(=O)N1CCCCC1	98	2.8	-20	0.5	13	-4	1.2	-8	-9	-3	-0.6
COc1ccc(N(Cc2ccccc2)S(=O)(=O)c2cc(C(=O)O)ccc2Cl)cc1	109	3.8	22	-0.4	-3	0	1.1	-15	-7	3	-0.9
Cc1ccc2cc(C3CC(c4ccco4)=NN3S(C)(=O)=O)c(Cl)nc2c1 (centres undefined)	103	3.1	-12	-2.6	-3	-7	-0.3	18	19	14	2.5
O=C1CCc2cc(S(=O)(=O)NCc3ccccc3)cc3c2N1CC3	98	1.6	4	-1.2	0	5	1.1	-8	24	6	3.1
COc1cccc(NC(=O)CCSc2ccc3ccccc3n2)c1	94	3.2	-6	-0.9	2	-2	0.3	1	-1	6	0.0
NC(=O)c1ccc(OCC(=O)N2CCNC2=O)cc1	124	1.9	4	-2.3	-2	-1	0.4	0	-4	11	0.2
COC(=O)C1=C(C)N(CCc2ccc(OC)c(OC)c2)C(=O)/C1=C\c1ccc(O)cc1	108	0.9	9	-3.3	6	-5	2.3	36	-4	17	1.6
CC1(CCBr)C(=O)N(c2ccccc2)c2ccccc21 (centres undefined)	73	1.2	-6	-2.6	-1	-7	1.5	-12	-1	12	-1.4
O=S(=O)(Nc1nc2c(s1)CCCC2)c1ccc(Br)cc1	·	1.3	8	0.3	-7	1	0.6	8	-2	-1	-0.2
NNC(=O)/C(=C\c1ccco1)NC(=O)c1ccco1	131	0.5	-12	0.1	-2	3	0.2	3	27	-1	2.2
Cc1ccc(S(=O)(=O)N(C)C)cc1NC(=O)COC(=O)C1=COCCO1	·	1.0	-5	-1.3	1	-15	1.8	0	14	5	-1.1
CCC(=O)N/N=C(\C)CC(=O)Nc1ccc2c(c1)OCCO2	130	2.5	·	-1.8	6	-8	-1.2	-8	8	10	-1.7
COc1cc(NC(=O)C2COc3ccccc3O2)c(OC)cc1Cl (centres undefined)	117	0.8	-17	3.4	-5	-2	3.7	1	17	-14	-0.3
Cc1ccc(C(=O)COc2nc(C)nc3ccccc23)cc1	·	2.2	-9	0.5	1	5	-1.2	51	-4	-2	0.7
CC(=O)Nc1ccc(S(=O)(=O)NCC(=O)OCC(=O)NCc2ccco2)cc1	106	-0.7	-34	0.5	-4	-8	6.3	45	5	-3	1.7
CC(=O)NC1C(=O)N(CCN2CCOCC2)c2ccc(C)cc21 (centres undefined)	87	·	7	-3.1	2	5	-2.5	208	13	18	-0.5
O=C1CCC(C(=O)N2CCN(c3ccc(F)cc3)CC2)CN1CC1CCCCC1 (centres undefined)	100	0.1	-12	-1.9	-3	2	5.1	22	-9	10	1.3
NC(N)=NCCCc1cn(CC(=O)N2CCNCC2)nn1	100	0.7	-5	-0.9	-9	3	2.3	4	23	5	-0.5
CC(C)(C)NC(=O)C12CC3CC(CC(Cl)(C3)C1)C2	100	3.0	6	-1.1	-3	5	2.8	13	0	6	0.2
CCOc1ccc(Cc2c(Cl)nc(N)nc2Cl)cc1	·	1.1	·	-0.7	0	-2	0.1	15	4	4	0.9
C(=N\Nc1ccccc1)/c1ccc(N2CCOCC2)cc1	101	2.6	17	0.2	-8	1	-0.9	63	-2	-1	-2.0
CN(CCN1CCOCC1)C(=O)CC1C(=O)NCCN1Cc1ccccc1C(F)(F)F (centres undefined)	81	1.7	-7	-0.1	1	1	3.9	-3	6	1	3.1
CN1CCN(CCCNC(=O)CCc2nnc3n(Cc4ccccc4Cl)c(=O)c4ccccc4n23)CC1	102	0.3	-15	-1.3	-6	-8	-1.8	267	10	7	-2.3
CCOc1cnn(-c2ccccc2)c(=O)c1Cl	98	0.7	5	-2.4	5	1	0.9	4	0	14	0.2
Cc1ccc(-c2nnn(CC(=O)N(Cc3cccs3)C(C(=O)NC(C)(C)C)c3ccc(C)o3)n2)o1 (centres undefined)	104	0.4	-7	-1.7	19	-4	-2.2	-1	32	9	0.5
Cc1ccccc1-c1nnn(C/C(N)=N/O)n1	83	3.8	15	-1.4	-4	4	0.2	-15	24	9	-1.1
